Source: PubChem
mouse EphA4 binding – EphA4 ligand-binding antagonists – biochemical, colorimetric, mouse EphA4, primary screen (AID 689); EphA4-AP binding to KYL peptide, pNPP A405; higher % means a stronger effect; one-dose inhibition, % at 10 µM; IC50 in µM for titrated hits; actives 0.1% (n = 62,000); in the data active means a potency from the dose series; inactive means the rest, 99 in 100 with inhibition below about 22%
* hit, by the source's call; & = joins results of further samples. Not all compounds are listed; count on the stated rates, not on these rows.

mouse EphA4 binding	molecule
0%	Cc1ccc(OC(=O)Cn2c(C(F)(F)F)nc3ccccc32)cc1
-7%	CC1(C)CC(=O)C2=C(C1)NC1=C(C(=O)CC(C)(C)C1)C2c1ccc(Br)cc1
-10%	COc1ccc2ccccc2c1/C=N\n1c(C)cc(C)c(C(N)=O)c1=O
-16%	Cc1cc(C)nc(NC(=O)C(C)C)n1
-11%	Cc1snc(SCC(=O)N/N=C(\N)COc2cccc(C(F)(F)F)c2)c1C#N
-4%	Cc1ccc(NC(=O)C2CCCN(S(=O)(=O)c3c(C)noc3C)C2)c(C)c1 (stereo not drawn)
-5%	Cc1cccc(NC(=O)/C(=C\c2cccs2)NC(=O)c2cccs2)c1
-1%	Cc1nc2nc(C)c(CCC(=O)NCc3ccc4c(c3)OCO4)c(C)n2n1
2%	O=C(COc1ncnc2ccccc12)N1CCOCC1
4%	O=S(=O)(Cc1ccccc1Cl)N1CCCCC1
-18%	COc1ccc(C2CC(=O)C(C=NCCN3CCNCC3)=C(O)C2)cc1OC (stereo not drawn)
9%	CCCP(=O)(CC(=O)N(CC)CC)c1ccccc1 (stereo not drawn)
-13%	Cc1cn(S(=O)(=O)c2ccc(Cl)cc2)cn1
12%	CCOc1ccc(S(=O)(=O)n2ccnc2C(C)C)c2ccccc12
-7%	O=C1C/C(=C/Nc2ccccc2)C(=O)N1
6%	O=C1CC(c2ccc(Cl)cc2)CC(O)=C1C=NCCN1CCNCC1 (stereo not drawn)
12%	Cc1ccc(NC(=S)NC(=O)c2ccco2)c(C)c1
-24%	CC(C)(C)c1nc(CN2CCCCC2)cc(CN2CCCCC2)c1O
11%	CC1CCN(C(c2ccc(N(C)C)cc2)c2nnnn2Cc2ccc(F)cc2)CC1 (stereo not drawn)
-3%	CC(C)OCCCNC(=O)Cn1ncc2c(=O)oc3ccccc3c21
-5%	Clc1ccc(CSc2cc3c(nn2)-c2ccccc2CC3)cc1
2%	COc1ccc(/C=C/C(=O)Nc2ccccc2O)cc1
-1%	Cc1ccc(S(=O)(=O)N2CCSC2c2ccc(Br)cc2)cc1[N+](=O)[O-] (stereo not drawn)
1%	O=c1ccc(NS(=O)(=O)c2ccccc2)cn1Cc1ccc(Cl)c(Cl)c1
1%	COc1ccc(N2CC(O)=C(c3n(C)c4ccccc4[n+]3C)C2=N)cc1

Reprinted from the entries so far for reference:
mouse EphA4 binding	molecule
0%	Cc1ccc(OC(=O)Cn2c(C(F)(F)F)nc3ccccc32)cc1
-7%	CC1(C)CC(=O)C2=C(C1)NC1=C(C(=O)CC(C)(C)C1)C2c1ccc(Br)cc1
-10%	COc1ccc2ccccc2c1/C=N\n1c(C)cc(C)c(C(N)=O)c1=O
-16%	Cc1cc(C)nc(NC(=O)C(C)C)n1
-11%	Cc1snc(SCC(=O)N/N=C(\N)COc2cccc(C(F)(F)F)c2)c1C#N
-4%	Cc1ccc(NC(=O)C2CCCN(S(=O)(=O)c3c(C)noc3C)C2)c(C)c1 (stereo not drawn)
-5%	Cc1cccc(NC(=O)/C(=C\c2cccs2)NC(=O)c2cccs2)c1
-1%	Cc1nc2nc(C)c(CCC(=O)NCc3ccc4c(c3)OCO4)c(C)n2n1
2%	O=C(COc1ncnc2ccccc12)N1CCOCC1
4%	O=S(=O)(Cc1ccccc1Cl)N1CCCCC1
-18%	COc1ccc(C2CC(=O)C(C=NCCN3CCNCC3)=C(O)C2)cc1OC (stereo not drawn)
9%	CCCP(=O)(CC(=O)N(CC)CC)c1ccccc1 (stereo not drawn)
-13%	Cc1cn(S(=O)(=O)c2ccc(Cl)cc2)cn1
12%	CCOc1ccc(S(=O)(=O)n2ccnc2C(C)C)c2ccccc12
-7%	O=C1C/C(=C/Nc2ccccc2)C(=O)N1
6%	O=C1CC(c2ccc(Cl)cc2)CC(O)=C1C=NCCN1CCNCC1 (stereo not drawn)
12%	Cc1ccc(NC(=S)NC(=O)c2ccco2)c(C)c1
-24%	CC(C)(C)c1nc(CN2CCCCC2)cc(CN2CCCCC2)c1O
11%	CC1CCN(C(c2ccc(N(C)C)cc2)c2nnnn2Cc2ccc(F)cc2)CC1 (stereo not drawn)
-3%	CC(C)OCCCNC(=O)Cn1ncc2c(=O)oc3ccccc3c21
-5%	Clc1ccc(CSc2cc3c(nn2)-c2ccccc2CC3)cc1
2%	COc1ccc(/C=C/C(=O)Nc2ccccc2O)cc1
-1%	Cc1ccc(S(=O)(=O)N2CCSC2c2ccc(Br)cc2)cc1[N+](=O)[O-] (stereo not drawn)
1%	O=c1ccc(NS(=O)(=O)c2ccccc2)cn1Cc1ccc(Cl)c(Cl)c1
1%	COc1ccc(N2CC(O)=C(c3n(C)c4ccccc4[n+]3C)C2=N)cc1

Continuation:
mouse EphA4 binding	molecule
-12%	FC(F)(F)c1cc(-c2ccccc2)nc(NC2CCCC2)n1
-26%	CCCC(c1nnnn1Cc1ccc(OC)cc1)N1CCC(C(N)=O)CC1 (stereo not drawn)
-32%	CCn1c(SCC(=O)N2CCOCC2)nc2oc3c(Cl)cc(Cl)cc3c(=O)c2c1=O
-9%	CCOCCn1c(CN2CCN(c3ccc(F)cc3)CC2)nc2c1c(=O)n(C)c(=O)n2C
0%	CCN(CC(=O)NCc1ccc(F)cc1)Cc1nc2ccccc2c(=O)[nH]1
-10%	CC(C)Cn1cc(C(=O)NC2CCN(Cc3ccccc3)CC2)c2c3ccccc3n(C)c2c1=O
-6%	CC1CCN(S(=O)(=O)c2ccc(Cl)cc2)CC1
-2%	COc1cccc(-c2nnc3n2N=C(c2cc(OC)ccc2OC)CS3)c1
-16%	CCN(CC)S(=O)(=O)c1ccc(NC2=NS(=O)(=O)c3ccccc32)cc1
-16%	CCOC(=O)c1c(NC(=O)CN2CCOCC2)sc(C(=O)NC)c1C
1%	COc1cccc(/C(O)=C2/C(=O)C(=O)N(CCN3CCOCC3)C2c2cccs2)c1 (stereo not drawn)
5%	O=S1(=O)CCC(NC(=S)SCCOc2ccccc2OCCO)C1 (stereo not drawn)
-30%	COc1ccccc1NC(=O)c1sc2ncn(Cc3ccccc3C)c(=O)c2c1C
-10%	Cn1nc(C(=O)Nc2cccc(C(F)(F)F)c2)c2ccccc2c1=O
-4%&-3%	O=C(O)CSc1nnc(C2COc3ccccc3O2)n1-c1ccccc1 (stereo not drawn)
0%	CCn1c(=O)cc(OCC(=O)O)c2ccccc21
0%	COc1cc(/C=C2/SC(=S)N(CC(=O)O)C2=O)ccc1OC(=O)c1cccc(C)c1
3%	O=C(CN1CCN(c2ccccn2)CC1)Nc1ccc(Oc2ccccc2)cc1
-3%	CSC(=NNC(=O)c1ccccc1O)SC
17%	CC(C)(C)C(=O)COC(=O)CNC(=O)c1ccc(Oc2ccccc2)cc1
0%	Cc1c(C#N)c(SCC(N)=O)nc2c1CCCC2
0%	CC(CC(=O)O)CC(=O)Nc1ccc(S(N)(=O)=O)cc1 (stereo not drawn)
6%	CCOc1ccc(N(CC(=O)NCc2ccc(F)cc2)S(=O)(=O)c2c(C)noc2C)cc1
7%	CCN1CCN(C(=O)CSCc2nc(-c3ccc(OC)c(OC)c3)oc2C)CC1
-7%	CC(C)(C)NC(=O)CN(C(=O)C1(C)CC(=O)N=C2C=CC=CN21)C1CCCC1 (stereo not drawn)
-6%	O=C(CN1C(=O)C2C3C=CC(C3)C2C1=O)NCc1ccccc1 (stereo not drawn)
-5%	CN(Cc1n[nH]c(=S)n1C)S(=O)(=O)c1ccccc1
-3%	O=C1c2ccccc2CCC12N=NCC2c1ccc(Br)cc1 (stereo not drawn)
1%	Cc1cc(C)n(CC(O)COCc2ccco2)n1 (stereo not drawn)
-10%	Cc1ccc2oc(C(F)F)cc(=O)c2c1
-9%	CS(=O)c1ccccc1-c1nc(-c2cc(C(F)(F)F)cc(C(F)(F)F)c2)no1 (stereo not drawn)
-3%	Cn1c(C(=O)O)c(CC(=O)NCc2cccnc2)c2ccccc21
-3%	COc1ccc(OC)c(NC(=O)c2cc3sccc3n2C)c1
8%	Cc1ccc(S(=O)(=O)N2CCCCC2)cc1C(=O)Nc1ncn[nH]1
4%	COc1ccc(C2CC(=O)C3=C(C2)Nc2ccccc2NC3c2cc(OC)c(OC)cc2Br)cc1 (stereo not drawn)
-5%	COc1cccc(/C=N/NC(=O)c2cccc([N+](=O)[O-])c2)c1OS(=O)(=O)c1ccc(C)cc1
-4%	O=C(Nc1cccnc1)Nc1ccccn1
-6%	N/C(=N\OS(=O)(=O)c1ccc(Br)cc1)c1ccncc1
11%	O=c1c(Cl)c(NCCCO)cnn1-c1nc2ccccc2[nH]1
-6%	COc1ccc(N2CCN(C3CC(=O)NC3=O)CC2)cc1 (stereo not drawn)
-2%	O=C(c1ccc(Cl)cc1)N1CCC(Cc2ccccc2)CC1
-4%	O=c1cc(N2CCN(c3ccccc3)CC2)[nH]c(=O)n1Cc1ccc(F)cc1
-10%	CCCCOC(=O)c1cccc(NC(=O)CCC(=O)O)c1
-1%	COC(=O)n1c(=O)oc2ccccc21
15%	CCn1c(/C=C2/C(=O)N(C)c3ccccc32)nc2ccccc2c1=O
-9%	CS(=O)(=O)N(CC(=O)O)c1cc(Cl)cc(Cl)c1
-8%	COc1ccccc1C(=O)N1CCC(C(=O)c2ccc(F)cc2)CC1
-4%	N#Cc1nc(-c2ccc(F)cc2)oc1N1CCCC1
5%	CN1/C(=C\C(=O)COC(=O)Cn2nnc(-c3ccccc3)n2)C(C)(C)c2ccccc21
10%	CCOC(=O)Nc1ccc2c(c1)N(C(=O)CCN1CCN(C)CC1)c1ccccc1S2

The list goes on.
mouse EphA4 binding	molecule
4%	CCOCCCNS(=O)(=O)c1ccccc1
-11%	FC(F)(F)c1ccc(N2CCN(c3cc(-c4ccccc4)nc4ncnn34)CC2)nc1
-14%	Cc1cc(C)cc(N2C(=O)CC(n3nc(C)cc3C)C2=O)c1 (stereo not drawn)
-2%	O=C(C1CCC(=O)N1Cc1ccccc1Cl)N1CCN(c2ccc(F)cc2)CC1 (stereo not drawn)
-5%	COc1ccc(CCNc2oc(COc3ccc(Br)cc3)nc2C#N)cc1OC
-8%	CCCn1c(=O)c(C(=O)Nc2ccccc2C(=O)OC)c(O)c2ccccc21
1%	c1ccc(Nc2nc(N3CCCC3)nc(N3CCCC3)n2)cc1
-9%	C[N+](C)(C)CCN(Cc1ccc(Cl)cc1)c1ccccn1
-4%	Cc1cccc(C(=O)O/N=C2\CCCc3ccccc32)c1
-10%	Cc1cc(Cl)ccc1OCCCC(=O)N1CCN(C)CC1
-10%	CCOC(=O)CNC1CC(=O)N(c2cccc(Cl)c2)C1=O (stereo not drawn)
-10%	O=C(Cn1nc(Cl)nc1Cl)Nc1ccccc1
-18%	Cn1c(COc2ccc3ccccc3c2)nnc1SCC(=O)O
-14%	COc1ccc(NC(=O)CCC(=O)Nc2nnc(C(F)(F)F)s2)c(OC)c1
-13%	CC(C)CN1C(=O)/C(=C/c2c(F)cccc2Cl)SC1=S
1%	O=C1/C(=C\c2cccnc2)SC(=S)N1C1CCS(=O)(=O)C1 (stereo not drawn)
10%	O=C(CCS(=O)CCC(=O)NCc1ccccc1)NCc1ccccc1
-4%	Cc1cc(NC(=O)C2CCCC2)n(-c2nc3ccccc3[nH]2)n1
-7%	N/C(Cc1cccs1)=N\OC(=O)COc1ccc(Br)cc1Cl
-5%	CCCc1cc(=O)[nH]c(SCC(=O)N2CCC(C(=O)OCC)CC2)n1
10%	COCCn1c(C)cc(C(=O)COC(=O)c2c(C)nn(Cc3ccccc3)c2C)c1C
6%	Cc1ccoc1C(=O)Nc1ccccc1
-20%	Cc1cc(C)n(-c2ccc(C(=O)Nc3sccc3C(N)=O)cc2)n1
-3%	Cc1ccc(-c2n[nH]c(=O)c3ccccc23)cc1N
-16%	COc1cc(C(=O)OC(C)C(=O)Nc2ccc3c(c2)OCO3)ccc1OCc1c(C)noc1C (stereo not drawn)

Arranged by value in mouse EphA4 binding (smallest number first): three from the list above
mouse EphA4 binding	molecule
-18%	Cn1c(COc2ccc3ccccc3c2)nnc1SCC(=O)O
-14%	Cc1cc(C)cc(N2C(=O)CC(n3nc(C)cc3C)C2=O)c1 (stereo not drawn)
10%	COCCn1c(C)cc(C(=O)COC(=O)c2c(C)nn(Cc3ccccc3)c2C)c1C

Remaining list, next part
mouse EphA4 binding	molecule
-5%	CCN(CC)CC(C)(C)NS(=O)(=O)c1ccc(Cl)cc1
9%	Cc1nnc(SC(C)C(=O)NCC2CCCO2)n1-c1ccccc1 (stereo not drawn)
-8%	COC(=O)c1ccc(CSc2nnc(NC(C)C)s2)cc1
-12%	CSC(=NC#N)N1CCN(c2cccc(Cl)c2)CC1
1%	CC(C)(C)c1ccc(C(=O)CS(=O)(=O)c2ccccc2)cc1
-16%	CC1CCCN(C(=O)c2ccc3c(=O)n(Cc4ccc5c(c4)OCO5)c(=S)[nH]c3c2)C1 (stereo not drawn)
1%	O=C(NCc1ccccc1)c1cc(=O)nc2sc(-c3ccccc3)nn12
-3%	CCn1ccc(C(=O)Nc2ccc(S(=O)(=O)Nc3ccccc3OC)cc2)n1
-12%	c1ccc(-c2cccc(-c3ccccn3)n2)nc1
-20%	CCOC(=O)C1=C(C)SC2=NS(=O)(=O)CCN21
-9%	CCCN1CCN(C(c2cc3cc4c(cc3[nH]c2=O)OCO4)c2nnnn2C(C)(C)C)CC1 (stereo not drawn)
-2%	CCc1ccc(NC(=O)N(CCN2CCOCC2)Cc2ccc3c(c2)CCCN3CC)cc1
-7%	Cc1nnsc1-c1nc2ccccc2[nH]1
-3%	Cc1ccccc1-n1nc(C)c2cc(C(=O)N3CCN(S(=O)(=O)c4ccc(Cl)cc4)CC3)sc21
-9%	CN(CCOc1ccccc1)S(=O)(=O)c1ccc2oc3ccccc3c2c1
3%	NC(N)=Nc1nc(CCN2C(=O)c3ccccc3C2=O)cs1
6%	CCN(CC)S(=O)(=O)c1ccc(Nc2ccc(-c3ccc4c(c3)OCCO4)nn2)cc1
-17%	CC(C)NCC(O)COCc1ccc(Cl)cc1 (stereo not drawn)
-10%	CCN1CCN(C(c2ccccc2F)c2nnnn2Cc2ccc3c(c2)OCO3)CC1 (stereo not drawn)
-11%	Cc1ccc(C(O)(c2ccccc2)c2ccccc2C(C)N(C)C)c(C)c1 (stereo not drawn)
5%	Cn1c2c(c3cc(F)ccc31)CCCC2=O
6%	O=C1c2ccccc2NC(c2ccc3c(c2)OCCO3)N1c1ccc2c(c1)OCCO2 (stereo not drawn)
-3%	O=C(O)CCN1C(=O)c2ccc(C(=O)c3cccc([N+](=O)[O-])c3)cc2C1=O
